HepG2 tox: HepG2 cytotoxicity, counter-screen for TGF-b inhibitors. 0.76% of 410,000 active. HepG2 CAGA-GFP viability, ATP luminescence, 18 h. Potency, µM (top dose mostly 46.1 µM), for the others: at the highest dose activity change, negative = cytotoxicity, usual class: cytotoxic; further: potency means the concentration at half of the fitted maximal effect; some results filed as inactive show a strong effect at the top dose
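HepG2 CAGA-GFP cells (1000/well, DMEM with 1% FBS) received compound, then TGF-beta at 500 pg/mL final, and were incubated 18 hours at 37 degrees C. Viability was read by CellTiter-Glo luminescence. Media-only wells were set as complete cell-killing and DMSO as no toxicity.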
TGFb SMAD3 inh: inhibitors of TGF-b signaling. HepG2 CAGA-GFP TGF-b/SMAD3 reporter, GFP fluorescence, 18 h; TGF-beta stimulated, 500 pg/mL final. 1.2% of 410,000 active. Potency, µM (titrated, usually from 46.1 µM), for inactives: at the highest dose activity, negative = inhibition, most hits filed as inhibitors; further: potency means the concentration at half of the fitted maximal effect; on the % scale 0 is the no-effect control and ±100 the full control effect; nearly all actives have a fitted effect of over 65% in size
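TGF-beta reporter screen: HEPG2 CAGA-GFP, 1% FBS, 500 pg/mL TGF-beta final, 18 h; per-cell GFP summed per well; curves fitted and categorized by class.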
A549 tox: A549 cytotoxicity, counter-screen for Nrf2 inhibitors; Potency, µM (top dose mostly 46 µM), inactives show at the highest dose activity change, negative = cytotoxicity, usual class: inhibitors; AID 504648; 0.16% of 390,000 active; A549 ARE-Fluc cells, CellTiter-Fluor viability, 18-24 h; further: potency means the concentration at half of the fitted maximal effect; on the % scale 0 is the no-effect control and ±100 the full control effect
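Cytotoxicity counterscreen: CellTiter-Fluor fluorescence was measured in A549 ARE_Fluc cells after 18-24 h of compound exposure in a concentration series. The subsequent BugLite luminescent read reports ARE-luciferase activity.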
IL1B secr inh: inhibitors of inflammasome signaling (IL-1 beta secretion); THP-1 LPS/ATP IL-1B secretion, AlphaLISA, 16 h; active compounds read low; activity change, % at 57.5 µM; 4.7% of 360,000 active; AID 743279; in the data active means activity change below about -50%; inconclusive means mostly about -30% to -49%; further: on the % scale 0 is the no-effect control and ±100 the full control effect
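THP-1 cells pretreated 1 hr with compounds (up to 57.5 uM final), then stimulated with LPS (250 ng/mL final) plus ATP (1.25 mM final); secreted IL-1B measured by AlphaLISA after 16 hr, decreased signal indicating inhibition.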
Nrf2 activator: Nrf2 pathway activation; AREc32 ARE-luciferase reporter (MCF7-derived line), luminescence, 24 h; Potency, µM (titrated, usually from 46.1 µM), without a hit: at the top dose activation, most hits filed as activators; 0.31% of 410,000 active; AID 624171; further: potency means the concentration at half of the fitted maximal effect; % of control where 0% means no effect; nearly all actives have a fitted effect of over 65% in size
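ARE-driven firefly luciferase activity in AREc32 cells measured after a 24 hr compound exposure at 37 deg C, using Steady-Glo reagent and a 30 min room-temperature hold.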
ATXN viability: viability counter-screen for ATXN expression inhibitors. AID 651635. 0.49% of 400,000 active. Potency, µM (titrated, usually from 56.7 µM), hits mostly cytotoxic. S2 cells (HEK-293 line with an ATXN2-luciferase reporter) viability, CellTiter-Fluor protease fluorescence, 24 h; further: potency means the concentration at half of the fitted maximal effect; nearly all actives have a fitted effect of over 40% in size
Nrf2 block: blocks Nrf2 signaling. A549 ARE-Fluc reporter, luciferase luminescence, 18-24 h. Potency, µM (highest dose often 46 µM), for inactives: at the highest dose activity change, negative = inhibition, hits mostly inhibitors. 2.1% of 360,000 active. AID 504444; further: potency means the concentration at half of the fitted maximal effect; on the % scale 0 is the no-effect control and ±100 the full control effect; nearly all actives have a fitted effect of over 60% in size
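In this cell-based qHTS, ARE-driven firefly luciferase in A549 cells reports Nrf2 activity; the luminescent signal after BugLite lysis is the measured value, with a prior CellTiter-Fluor read for cell health.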
ATXN2 expr inh: ATXN2 expression inhibition; 0.72% of 360,000 active; Potency, µM (highest dose often 57 µM), for inactives: top-dose activity change, negative = inhibition, actives largely listed as inhibitors; HEK-293 ATXN2-luciferase reporter, luminescence, 24 h; further: potency means the concentration at half of the fitted maximal effect; on the % scale 0 is the no-effect control and ±100 the full control effect; nearly all actives have a fitted effect of over 55% in size
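qHTS (up to 57 uM final) was run with 24 h compound exposure of reporter cells at 37 °C. Each well was multiplexed: SteadyGlo luminescence measured ATXN2-luciferase expression after a fluorogenic Gly-Phe-AFC viability readout (25 uM final).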
MCF10A rereplic: inducers of DNA re-replication in MCF 10A breast cells | Potency, µM (doses to about 46.1 µM), inactives show at the top dose activity, positive = re-replication, usual class: activators | AID 624296 | MCF 10A DNA re-replication, Hoechst nuclear intensity, 48 h | 2.9% of 350,000 active; further: potency means the concentration at half of the fitted maximal effect; % of control where 0% means no effect; nearly all actives have a fitted effect of over 50% in size
Active calls of the source: *; i = inactive; ? = inconclusive; nt = not tested or not shown; [ ] = remark or other dose. Unless noted, the call rests on the fitted dose curve; in most records, active means well fitted curve in the direction sought with a large enough effect; inconclusive means small, poorly fitted or top-dose-only effect, or another doubt; inactive means no such curve, though single readings can be large; an effect the other way counts as inactive or inconclusive. An unsorted share of the library; 8.8% or so of the library scored in one or more.

SMILES	HepG2 tox	TGFb SMAD3 inh	A549 tox	IL1B secr inh	Nrf2 activator	ATXN viability	Nrf2 block	ATXN2 expr inh	MCF10A rereplic
COCCn1c(N)c(NCc2ccccc2)c(=O)n(CC(=O)Nc2cc(C)ccc2C)c1=O	-25%	-3%	-4%	-14	2.4%	i	-1%	-20%	7%
Cc1nn(C)c(C(=O)NNC(=S)Nc2ccc(Cl)cc2)c1[N+](=O)[O-]	-11%	-3%	1%	6	-0.3%	i	1%	1%	2%
COc1cccc2c1c(NC(=O)c1cc(C)on1)nn2C	-1%	3%	-1%	13	5.4%	nt	7%	-19%	-1%
O=C(c1cc(-c2ccc(Cl)cc2)on1)N(Cc1cccc(F)c1)Cc1ccco1	-24%	-29%	-2%	nt	5.1%	i	-13%	-4%	nt
OC[C@@H]1CN(Cc2ccccc2)C[C@H](n2cnc3c(N4CCOCC4)ncnc32)O1	-20%	12%	nt	-4	-1.5%[9.22 µM]	i	nt	7%	nt
O=C(NCc1ccccc1F)C(=O)NCC1OCCCN1S(=O)(=O)c1cccs1 (stereo unspecified)	0%	16%	-9%	i	-0.2%	i	-6%	3%	3%
C[C@H](O)C#Cc1ccc2c(c1)O[C@@H](CN(C)Cc1ccc(-c3ccccc3)cc1)[C@H](C)CN([C@@H](C)CO)S2(=O)=O	7.1µM*	?	nt	?	-4.4%	16µM*	nt	20µM*	nt
CC1CCCCN1S(=O)(=O)c1ccc(S(=O)(=O)N(CC(=O)Nc2ccccc2)Cc2cccs2)cc1 (stereo unspecified)	9%	-12%	13%	0	1.5%	i	-9%	-15%	?
Cc1c(NS(=O)(=O)c2cc(C(=O)NCC3CCCO3)cc(Cl)c2Cl)c(=O)n(-c2ccccc2)n1C (stereo unspecified)	-22%	-10%	-2%	4	0.2%	i	-5%	6%	-3%
COc1ccc(Cn2c(=O)c3oc4ccccc4c3n(Cc3cccc(C)c3)c2=O)cc1	-7%	-4%	7%	nt	1.9%	nt	-9%	nt	nt
Nc1c(C(=O)Nc2ccccc2)c2nc3ccccc3nc2n1CCCN1CCOCC1	14µM*	?	3%	-78*	-1.5%	i	?	?	10µM*
Cc1ccc(S(=O)(=O)N2[C@H](c3ccccc3)CC(=O)[C@@H]3CN(S(=O)(=O)c4ccccc4)[C@H](c4ccccc4)C[C@@H]32)cc1	-54%	-18%	nt	6	0.2%	i	nt	8%	nt
COc1ccccc1-c1cn[nH]c(=S)n1	-15%	-26%	2%	8	5.8%	i	-35%	?	2%
C=CC(=O)N1C/C(=C/c2ccc(F)cc2)C(=O)/C(=C\c2ccc(F)cc2)C1	20µM*	?	?	-84*	-2.4%	7.1µM*	?	5.6µM*	?
CCOc1ccc(OCCCC(=O)NCCc2ccc(OC)cc2)cc1	2%	-2%	3%	34	-0.2%	i	?	1%	8%
O=C(CSc1ccccc1)NCCc1ccccc1	-8%	4%	-2%	15	0.1%[9.22 µM]	i	9%	11%	-10%
COc1ccc(/C=C/c2nnc(NC(=O)COc3cccc(C)c3)s2)cc1	0%	?	0%	7	3.9%	i	?	12%	?
CCn1nnnc1SCC(=O)N1c2ccccc2NC(=O)CC1C (stereo unspecified)	-12%	1%	5%	-6	-0.1%	i	-10%	-2%	-5%
CCOc1ccccc1NC(=O)Nc1cccc(S(N)(=O)=O)c1	7%	-13%	-6%	-5	-0.4%	i	-5%	19%	-3%
CC12CCC(=O)C=C1CCC1C2C(O)CC2(C)C1CCC2(O)C(=O)COC(=O)COCC(=O)O (stereo unspecified)	1%	9%	-6%	-50*	1.9%	i	0.29µM*	7%	9%
NC(=O)[C@H]1CC2(CC(c3cccc(NC(=O)COc4ccc(Cl)cc4)c3)=NO2)CN1C(=O)Cc1ccc([N+](=O)[O-])cc1 (stereo partly specified)	-12%	?	-16%	?	-1.7%	i	?	?	10%
O=[N+]([O-])c1ccc(Sc2ccccc2Cl)nc1	1%	18%	1%	?	7.6%	i	9%	-1%	2%
COC(=O)c1ccc2nc(NC(=O)CCS(=O)(=O)c3ccccc3)sc2c1	2%	?	0%	15	?	i	12%	16%	?
COc1ccccc1-n1c(SCC(N)=O)nnc1-c1ccccc1	9%	5%	-6%	-10	0.0%	i	-16%	1%	-9%
COc1ccc(NC(=O)CSc2nnc(CNC(=O)c3ccco3)o2)cc1	-26%	-15%	6%	3	-0.6%	i	-3%	6%	-1%

Exported as comma-separated lines: part of the list above
smiles,HepG2 tox,TGFb SMAD3 inh,A549 tox,IL1B secr inh,Nrf2 activator,ATXN viability,Nrf2 block,ATXN2 expr inh,MCF10A rereplic
O=C(CSc1ccccc1)NCCc1ccccc1,-8%,4%,-2%,15,0.1%[9.22 µM],i,9%,11%,-10%
COc1ccc(/C=C/c2nnc(NC(=O)COc3cccc(C)c3)s2)cc1,0%,?,0%,7,3.9%,i,?,12%,?
CCn1nnnc1SCC(=O)N1c2ccccc2NC(=O)CC1C (stereo unspecified),-12%,1%,5%,-6,-0.1%,i,-10%,-2%,-5%
CCOc1ccccc1NC(=O)Nc1cccc(S(N)(=O)=O)c1,7%,-13%,-6%,-5,-0.4%,i,-5%,19%,-3%
CC12CCC(=O)C=C1CCC1C2C(O)CC2(C)C1CCC2(O)C(=O)COC(=O)COCC(=O)O (stereo unspecified),1%,9%,-6%,-50*,1.9%,i,0.29µM*,7%,9%
NC(=O)[C@H]1CC2(CC(c3cccc(NC(=O)COc4ccc(Cl)cc4)c3)=NO2)CN1C(=O)Cc1ccc([N+](=O)[O-])cc1 (stereo partly specified),-12%,?,-16%,?,-1.7%,i,?,?,10%
O=[N+]([O-])c1ccc(Sc2ccccc2Cl)nc1,1%,18%,1%,?,7.6%,i,9%,-1%,2%
COC(=O)c1ccc2nc(NC(=O)CCS(=O)(=O)c3ccccc3)sc2c1,2%,?,0%,15,?,i,12%,16%,?
COc1ccccc1-n1c(SCC(N)=O)nnc1-c1ccccc1,9%,5%,-6%,-10,0.0%,i,-16%,1%,-9%
COc1ccc(NC(=O)CSc2nnc(CNC(=O)c3ccco3)o2)cc1,-26%,-15%,6%,3,-0.6%,i,-3%,6%,-1%

Remaining list, next part:
SMILES	HepG2 tox	TGFb SMAD3 inh	A549 tox	IL1B secr inh	Nrf2 activator	ATXN viability	Nrf2 block	ATXN2 expr inh	MCF10A rereplic
CCc1cc(CNC(=O)c2cccc(OC3CCN(S(C)(=O)=O)CC3)c2)on1	-13%	-19%	-9%	-1	0.2%	i	?	3%	13%
C=C1[C@@H](O)[C@H](Cc2ccccc2)N(Cc2ccccc2Br)S1(=O)=O	10µM*	?	-1%	-102*	-2.9%	18µM*	?	20µM*	21µM*
O=C1c2ccc(-c3nc4ccccc4o3)cc2C(=O)N1Cc1cccnc1	7%	7%	2%	15	-0.7%	i	0%	-4%	9.2µM*
Cc1cccc(NC(=O)c2c(NC(=O)c3ccco3)sc3c2CCC(C)C3)c1 (stereo unspecified)	-12%	1%	10%	nt	-1.1%	i	-17%	-10%	nt
CCOc1ccc(NC(=O)c2ccccc2NC(=O)CN(C)CC(=O)Nc2ccc(C)cc2)cc1	-16%	17%	-6%	-16	0.9%	i	-23%	2%	-9%
COc1ccccc1C(=O)Nc1c(C(=O)Nc2ccccc2F)oc2ccccc12	-6%	15%	1%	nt	-0.6%	i	2%	1%	nt
COc1ccccc1Nc1c2c(nc3ccc(NC(=O)c4cccc(F)c4)cc13)CCCC2	-107%	?	?	nt	-4.2%	nt	?	nt	nt
O=C(CC1NCCNC1=O)Nc1cccc(F)c1 (stereo unspecified)	7%	-1%	1%	nt	-0.7%	i	7%	13%	nt
CC(=O)NC12CC3CC(C1)CC(C(=O)Nc1nccs1)(C3)C2	7%	9%	-5%	32	-0.6%	i	12%	-11%	5%
O=C(c1cc(-c2ccc(Cl)cc2)on1)N1CCN(c2ccc(F)cc2)CC1	1%	5%	-1%	12	-0.4%	i	4%	-12%	0%
COc1ccc(/C=N/NC(=O)c2ccc(Br)cc2)cc1CN1CCOCC1	-11%	0%	5%	-4	0.6%	i	1%	13%	0%
O=C(O)CCC(=O)NNC(=O)c1cccc(Cl)c1	1%	5%	-1%	-5	3.3%	?	2%	3%	5%
Oc1ccc(Cl)cc1-c1cc(-c2cccc(Br)c2)n[nH]1	-23%	-29%	?	-14	6.8%	i	?	8%	?
Cc1ccc(N2C(=N)SCC2=O)cc1Cl	0%	-4%	2%	-5	2.8%	i	6%	-7%	3%
COCCCN1C(=O)C(=O)/C(=C(/O)c2ccc(OC)cc2)C1c1ccc(O)c(OC)c1 (stereo unspecified)	-2%	10%	-4%	23	0.6%	i	?	-5%	-24%
O=S1(=O)N=C(Nc2nc3c(s2)CCCC3)c2ccccc21	-38%	?	-21%	5	2.4%	i	?	16%	1%
Cc1ccc(/C=C2\SC(N3CCN(C(c4ccccc4)c4ccccc4)CC3)=NC2=O)o1	-9%	?	-3%	?	4.2%	?	?	-20%	10%
CCOc1ccccc1NC(=O)C1CCN(S(=O)(=O)c2ccc(Br)cc2)CC1	5%	30%	0%	nt	-0.7%	i	nt	11%	nt
Cc1ccccc1C(=O)Nn1cnnc1	1%	14%	7%	7	-0.1%[9.22 µM]	i	3%	9%	-11%
Cc1cccc(Oc2coc3cc(OC(=O)c4cc5ccccc5oc4=O)ccc3c2=O)c1	10%	0%	-2%	1	2.0%	i	?	23%	-181%[0.0737 µM]
N#Cc1ccccc1S(=O)(=O)N1CCC(C(=O)Nc2cccc(C(=O)NC3CC3)c2)CC1	-11%	22%	-9%	-4	0.2%	i	?	-3%	0%
O=C(c1cccc(S(=O)(=O)N2CCCC2)c1)N1CCN(S(=O)(=O)c2cccc(Cl)c2)CC1	-18%	4%	-2%	3	-0.7%	i	-13%	nt	-5%

Source: PubChem (National Center for Advancing Translational Sciences (NCATS))
